From PubChem
GAA glycogen mod – GAA glycogen-cleavage inhibition or activation. P10253. recombinant GAA, glycogen substrate, Amplex Red glucose oxidase fluorescence. actives 0.38% (n = 300,000). Potency, µM (titrated, usually from 76.4 µM), without a hit: at the highest dose activity change, negative = inhibition, usual class: inhibitors; active = well fitted inhibition curve with a large enough effect; inconclusive = small, poorly fitted or top-dose-only effect, or another doubt; inactive = no such curve, though single readings can be large or run the other way;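 also: 0% = full enzyme reaction and -100% = no-enzyme basal signal; the screen sought inhibitors and activators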
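Recombinant human alpha-glucosidase (4 nM final) hydrolysed bovine liver glycogen (30 ug) for 40 min at 37 C in pH 5.0 citrate/phosphate with 0.01% Tween-20. Released glucose detected by glucose oxidase/Amplex Red, Ex 573/Em 610 nm. Compounds up to 77 uM; AC50 from Hill fits.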
The depositor's hits bear a star; ? = inconclusive; & = joins results of further samples; [ ] = another dose, or the depositor's remark. Potency is read from the fitted curve at half-maximal effect. This is a subset; the hit share may differ from the screen's.

Structure | GAA glycogen mod
Cc1ccc(N2CC(C(=O)Nc3nnc(SCCN4CCOCC4)s3)CC2=O)cc1 (configuration not stated) | -1%[76.3 µM]
COc1cc(C)ccc1OCCSc1nc2ccc(NC(=O)c3ccccc3F)cc2s1 | 2%[76.3 µM]
Cc1c(-c2ccccc2)nnn1-c1ccc(F)cc1F | 0%
COC(=O)C1CCN(C(=O)C2CCC(=O)N(CCc3cccc(F)c3)C2)CC1 (configuration not stated) | -11%[76.3 µM]
C=CCNC(=O)C1CC(=O)N(c2ccc(OCc3ccccc3Cl)cc2)C1 (configuration not stated) | 1%[76.3 µM]
O=C(CSc1ccc2nnc(CCNC(=O)c3ccccc3)n2n1)NCc1ccccc1 | -10%[76.3 µM]
CC1=C(C(=O)OCc2ccccc2)C(c2ccc3ccccc3c2)NC(=O)N1CCCC(=O)O (configuration not stated) | 11%[76.3 µM]
CCOCCCNC(=O)C1CCN(S(=O)(=O)c2cc(Br)cc3c2N(C(=O)CC)CC3)CC1 | 3%
COc1ccccc1C1CCN(C(=O)c2ccccc2)CC1 | 0%
COc1ccc(CNC(=O)CN(C(=O)c2csnn2)c2cccc3ccccc23)cc1 | 0%[76.3 µM]
Cc1csc(NC(=O)c2sccc2C)n1 | 3%
Cc1csc(NS(=O)(=O)c2ccc(Cl)cc2)n1 | -12%[76.3 µM]
CCOc1ccc(CN(C)C(=O)CNC(=O)c2ccccc2)cc1 | 0%
Cc1ccc(NC(=O)CN(C)C(=O)COC(=O)C(C)(C)Oc2ccc(Cl)cc2)cc1 | -6%[76.3 µM]
Cc1cc(NC(=O)c2ccc([N+](=O)[O-])cc2)no1 | 4%[76.3 µM]
CCc1ccc(/C=C2/C(=O)NC(=O)N2C(C)=O)cc1 | -3%
CCOc1ccc(-c2nnc(N3CCOCC3)c3ccccc23)cc1 | 2%
N#Cc1nc(-c2ccc([N+](=O)[O-])cc2)oc1N1CCCCC1 | 4%
CSc1cccc(NC(=O)CC(C)n2ccnc2)c1 (configuration not stated) | 4%
Cn1c(=O)c2c(nc(Oc3ccccc3Br)n2C)n(C)c1=O | -5%
COc1ccc(-n2nc(C(=O)NCC(=O)N3CCN(c4ccccc4OC)CC3)c3ccccc3c2=O)c(OC)c1 | -4%
COc1cc(OC)c(OC)cc1CNCc1ccco1 | 3%
Cc1ccc(-n2ncc3c(=O)n(CC(N)=O)cnc32)cc1 | 15%[76.3 µM]
COc1ccc(CN(CC(=O)NCc2ccccc2)C(=O)CCC(=O)Nc2ccccn2)cc1 | 0%
O=C(O)CCCn1cc(NC(=O)COc2ccc(F)cc2)cn1 | 0%

Given with each value named: part of the list above.
O=C(CSc1ccc2nnc(CCNC(=O)c3ccccc3)n2n1)NCc1ccccc1
  GAA glycogen mod: -10%[76.3 µM]
CC1=C(C(=O)OCc2ccccc2)C(c2ccc3ccccc3c2)NC(=O)N1CCCC(=O)O (configuration not stated)
  GAA glycogen mod: 11%[76.3 µM]

Remaining list, next part
Structure | GAA glycogen mod
COCCOC(=O)c1[nH]c2c(c1C)C(=O)CC(c1ccc(OC)c(OC)c1)C2 (configuration not stated) | -7%
CC1CC(C)CN(S(=O)(=O)c2cc3c4c(c2)C(C)C(=O)N4CCC3)C1 (configuration not stated) | -10%[76.3 µM]
COc1ccc(CCNC(=O)CC(=O)N/N=C/c2ccc(Br)cc2)cc1OC | 2%[76.3 µM]
COc1ccc(-n2nc(C(=O)NCC(=O)Nc3cc(OC)c(OC)c(OC)c3)c3ccccc3c2=O)cc1Cl | -15%
Nc1cccc(NC(=O)CCC(=O)NCc2ccco2)c1 | -4%[76.3 µM]
COc1ccc(/C=C2\SC(=S)N(CCCC(=O)Nc3cccc(C(=O)O)c3)C2=O)cc1OC | -9%[76.3 µM]
Cc1cc(SCC(=O)c2ccc(Cl)cc2)nc(=O)[nH]1 | 1%[76.3 µM]
COC(=O)/N=C(/Cc1ccc(OC)cc1)c1ccc(OC)cc1 | -2%[76.3 µM]
O=C(Cc1ccc(Cl)cc1)Nc1ccc(C(=O)N2CCCCC2)cc1 | -5%[76.3 µM]
CC1CCC(NC(=O)CNC(=O)c2cccs2)CC1 (configuration not stated) | -6%[76.3 µM]
COc1c(C(=O)Nc2ccc(Br)cn2)ccc2ccccc12 | -2%
CCSc1nnc(NC(=O)CCNS(=O)(=O)c2ccccc2F)s1 | 1%[76.3 µM]
O=C(CNC(=O)c1cccs1)c1ccc(Cl)cc1 | 5%
COc1ccc(CNC(=O)CCn2c(=O)c3cccn3c3ccc(F)cc32)cc1 | -10%[76.3 µM]
CCCNC(=O)C1(O)c2cc(Br)ccc2NC(=O)N1c1ccc(Cl)cc1 (configuration not stated) | -12%
CCN(c1cccc(C)c1)S(=O)(=O)c1csc(C(N)=O)c1 | 0%
COc1ccc(NC(=O)C2CC(=O)N(CCc3ccc(Cl)cc3)C2)cc1 (configuration not stated) | 1%[76.3 µM]
COc1ccc(CCNC(=O)c2cc(=O)[nH]c3ccccc23)cc1 | 1%
Cn1c(CNC(=O)c2ccc(Cl)cc2)nnc1SCC(=O)N1CCOCC1 | 2%[76.3 µM]
Cn1c(C(=O)N2CCN(c3ccccn3)CC2)cc2ccccc21 | -2%[76.3 µM]
COc1ccc(NC(=O)CCn2c(=O)c3cccn3c3cccnc32)c(OC)c1 | -2%[76.3 µM]
CC(=O)Nc1ccc(CN2CCCCCC2)cc1 | 3%[76.3 µM]
O=C(Cn1nc(Br)nc1Br)c1ccccc1 | -1%
COc1cccc2c(N/N=C/c3ccccc3)cc(C)nc12 | -3%[76.3 µM]
COc1ccc(N(C(=O)c2snc(C(N)=O)c2N)C(C(=O)NC2CCCC2)c2ccc(OC)c(OC)c2)cc1 (configuration not stated) | -13%

Structure | GAA glycogen mod
Cc1ccccc1C(=O)N1CC(=O)Nc2ccc(F)cc2C1c1ccc(F)cc1 (configuration not stated) | 4%
Cc1ccccc1N1CCN(CCC(=O)Nc2ccc(F)cc2)CC1 | 1%[76.3 µM]
COc1ccccc1CNC(=O)CN1C(=O)COc2ccc(S(=O)(=O)NC3CCCC3)cc21 | -4%&15%[76.3 µM]
Oc1[nH]c2ccc(Br)cc2c1N=Nc1ccc(F)cc1 | -10%
COc1ccc(S(=O)(=O)NC(C)C(=O)N2CCCC2)cc1Cl (configuration not stated) | 8%[76.3 µM]
COc1ccc(CCN(C)Cc2cccc3ccccc23)cc1OC | -13%[76.3 µM]
CCOC(=O)c1ccc(-c2csc(NC(=O)CN3CCC(C)CC3)n2)cc1 | -9%[76.3 µM]
O=C(NCCN1CCCC1)c1ccc(Br)cc1 | 16%[76.3 µM]
CC(=O)Nc1ccc2nc(SCCOc3ccc(C)cc3)sc2c1 | 16%[76.3 µM]
COc1cccc(C(=O)O/N=C(\N)c2ccc(C)cc2)c1 | 0%
O=C(CSc1nc2ncc(Cl)cc2[nH]1)Nc1ccccc1-c1ccccc1 | 0%[76.3 µM]
Cc1ccc(S(=O)(=O)N[C@H](C(=O)NCC2CCC(C(=O)O)CC2)C(C)C)cc1 (some centres not stated) | 3%
CC1=C(C(=O)N2CCCC(N3CCN(c4ccccc4C)CC3)C2)OCCO1 (configuration not stated) | -2%[76.3 µM]
O=[N+]([O-])c1cc(Br)c(Nc2ccccc2)c([N+](=O)[O-])c1 | -1%
CC(=O)Nc1ccc(-c2sc(Nc3ccccc3)n[n+]2C)cc1 | 5%[76.3 µM]
O=C(c1ccc(N2CCN(C(=O)c3cccc(F)c3)CC2)cc1)c1cccc(F)c1 | -8%[76.3 µM]
Cc1ccc(C(=O)NC2=NC(c3ccc(C)cc3)CC(=O)N2)cc1 (configuration not stated) | -6%[76.3 µM]
CCOc1ccc(CNC(=O)c2ccc3nc(N4CCOCC4)sc3c2)cc1 | -1%[76.3 µM]
Cc1ccc(N(CC(=O)NCc2ccccc2)C(=O)CCC(=O)Nc2ccccn2)cc1C | 0%
COc1cc(CNc2ccc3[nH]c(=O)[nH]c3c2)cc(Br)c1OCc1ccccc1F | ?
COc1cc2ccccc2cc1C(=O)N1CCN(c2ccccn2)CC1 | -8%[76.3 µM]
Cc1cccc(C(=O)NCCNC(=O)c2cnccn2)c1 | -7%
COc1ccc(CCC(=O)NC2CCC(C)CC2)cc1 (configuration not stated) | 2%[76.3 µM]
COc1ccc(-n2nc(C(=O)NCC(=O)NCCN(C)C)c3ccccc3c2=O)cc1 | -8%
COc1ccccc1C(=O)OCC(=O)NCCNC(=O)COC(=O)c1ccccc1OC | -6%[76.3 µM]

Structure | GAA glycogen mod
CC(=O)NCCC(=O)Nc1nc2ccc(Oc3ccccc3)cc2s1 | -5%
CCOc1nc2cnccc2n(CC(=O)Nc2cccc(C)c2C)c1=O | 1%[76.3 µM]
OC(COc1c(F)cc(Br)cc1F)CN1CCOCC1 (configuration not stated) | 0%
Cc1ccc(C)c(NC(=O)Nc2nnc(N(CC(C)C)CC(C)C)s2)c1 | 17%[76.3 µM]
COc1cccc(NC(=O)c2sc(-n3nc(C)c(Cc4ccccc4Cl)c3C)nc2C)c1 | 1%[76.3 µM]
Cc1cccc(OCC(=O)NC(=S)NNC(=O)c2ccncc2)c1 | -2%[76.3 µM]
Oc1ccc(C=Nc2cccc3ccccc23)c(O)c1 | -25%[76.3 µM]
Cc1ccc(Cl)cc1NC(=O)CN1CCN(S(=O)(=O)N2CCC(C)CC2)CC1 | -6%[76.3 µM]
COc1ccc(C)cc1NC(=O)c1cccc(C(=O)Nc2cc(C)ccc2OC)n1 | 1%[76.3 µM]
O=C(NC1CCCC1)c1ccc(Br)c(S(=O)(=O)N2CCCCC2)c1 | -10%
COc1ccc(CNC(=O)C2CCC(=O)N(CCCN3CCCC3=O)C2)cc1 (configuration not stated) | -1%[76.3 µM]
C[C@H]1CN=C(Nc2ccccc2)N1CCC1CCCCC1 | -4%[76.3 µM]
O=C(O)CCCCCNC(=O)/C(=C\c1ccco1)NC(=O)c1ccco1 | 13%[76.3 µM]
Cc1ccc(S(=O)(=O)Nc2ccccc2)cc1C(=O)N1CCCC1 | -2%[76.3 µM]
CCn1c(CCc2ccccc2)nc2ccccc21 | 15%[76.3 µM]
Cc1cccc(CN2CCSCC2)c1 | 10%[76.3 µM]
COc1cccc2[nH]c(C(=O)NC(C)c3ccccc3)cc12 (configuration not stated) | -14%
Cc1ccccc1C(=O)OC1CCN(C)CC1 | 7%
CC(O)c1nc2ccccc2n1C(C)c1ccccc1 (configuration not stated) | -14%[15.3 µM]
COc1ccc(/C=C/C(=O)NCC(=O)N=Nc2c(O)[nH]c3ccc([N+](=O)[O-])cc23)cc1 | -7%
CCCn1c2ccccc2c2cnn(CC(=O)NCCc3ccc(OCC)c(OCC)c3)c(=O)c21 | 6%[76.3 µM]
N#C/C(=C\c1ccc(O)c(O)c1)C(=O)Nc1cccc2ncccc12 | -1%
COc1ccc(NC(=O)c2ccc(C)cc2)cc1 | 8%[76.3 µM]
Cc1ccc(S(=O)(=O)Nc2cc3c(cc2N2CCOCC2)n(C)c(=O)c(=O)n3C)cc1 | 2%[76.3 µM]
O=C(C(=O)N1CCN(c2ccccc2)CC1)c1cn(CC(=O)N2CCCCCC2)c2ccccc12 | -1%[76.3 µM]

Structure | GAA glycogen mod
O=c1c2oc3ccccc3c2n(Cc2ccccc2)c(=O)n1Cc1ccc2c(c1)OCO2 | 10%[76.3 µM]
COc1ccc(N(CC(=O)NCCc2ccccc2)C(=O)CCC(=O)Nc2ccccn2)cc1 | 7%[76.3 µM]
Cn1nnnc1SCCCNCc1cc(Br)ccc1OCc1ccccc1 | 11%[76.3 µM]
CCCCn1c(N)c(N(CC)C(=O)c2ccccc2C)c(=O)[nH]c1=O | ?
COCCCNc1nc2ccccc2nc1NS(=O)(=O)c1ccc(Cl)cc1 | 0%
COCCN(C(=O)CNC(=O)c1ccco1)C(C(=O)NC1CCCCC1)c1cccnc1 (configuration not stated) | 13%
CCOc1cccc(C=NCCc2ccc(OC)c(OC)c2)c1O | -2%[76.3 µM]
Cc1ccc(-c2noc(-c3ccc(N4CCCCC4C)c([N+](=O)[O-])c3)n2)cc1 (configuration not stated) | -10%[76.3 µM]
CN(C)S(=O)(=O)c1cccc(COC(=O)c2cccnc2Cl)c1 | 1%
CCCN1CCN(C(=O)c2noc3c2COc2ccc(C)cc2-3)CC1 | -5%[76.3 µM]
COc1ccc(S(=O)(=O)N2CCC(Nc3ccccc3Cl)CC2)cc1 | -11%[76.3 µM]
C=CCOc1ccccc1CN1CCC(n2nccc2NC(=O)C2CCOC2)CC1 (configuration not stated) | -9%[76.3 µM]
Cc1ccc(NC(=S)c2ccc3ccccc3n2)c(C)c1 | -10%[76.3 µM]
CC(=O)Nc1ccc(OCCOc2ccccc2C(C)=O)cc1 | -3%
Cc1ccc(OCCn2c(=S)[nH]c3ccccc32)c(C(C)C)c1 | 8%[76.3 µM]
Cc1cc(C)c(S(=O)(=O)NCCc2ccncc2)c(C)c1 | 3%
Cc1ccc(NS(=O)(=O)c2cccc3nsnc23)cc1C | 2%
O=C(O)c1ccc(NS(=O)(=O)c2ccc(C(=O)Nc3ccccc3)cc2)cc1 | 4%[76.3 µM]

Reformatted as labelled records: part of the list above.
CN(C)S(=O)(=O)c1cccc(COC(=O)c2cccnc2Cl)c1
- GAA glycogen mod: 1%

CCCN1CCN(C(=O)c2noc3c2COc2ccc(C)cc2-3)CC1
- GAA glycogen mod: -5%[76.3 µM]

COc1ccc(S(=O)(=O)N2CCC(Nc3ccccc3Cl)CC2)cc1
- GAA glycogen mod: -11%[76.3 µM]

C=CCOc1ccccc1CN1CCC(n2nccc2NC(=O)C2CCOC2)CC1 (configuration not stated)
- GAA glycogen mod: -9%[76.3 µM]
